HUVEC tox TNFa – HUVEC cytotoxicity counter-screen, TNF alpha stimulated; HUVEC TNFalpha-stimulated, Hoechst cell count, imaging; cell count reduction, % at 2 µM; 0.17% of 93,000 active;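 active = cell count reduction exceeding the screen mean by over 5 SD, scaled to untreated wells per plate, cut at about 78% in these data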;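 also: cells counted after 24 h of TNF alpha exposure following the 1 h pretreatment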
IL1B cytotox – toxic to HUVEC cells under IL-1B stimulation | HUVEC cell count loss, Hoechst imaging, IL-1B stimulated | cell count reduction, % at 2 µM | 0.41% of 94,000 active | AID 845;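 active = cell count reduction more than 3 SD above the screen-wide mean, cut at about 70% in these data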;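 also: normalized per plate to untreated control cells as the no-loss baseline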
CYP2C19 inhib – human CYP2C19 inhibition; 21% of 96,000 active; CYP2C19 Supersomes, luciferin-H EGE luminescence, 30 min; inhibition, % at 5 µM; AID 778; P33261;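 active = CYP2C19 inhibition above a set limit at 5 µM in the primary screen, cut at about 50% in these data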;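 also: plate controls were negative control wells for no effect and 2.5 mM tranylcypromine positive control for full effect; values of inactives mirror those of a sister screen read the other way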
Target sequence (P33261 whole entry, looked up): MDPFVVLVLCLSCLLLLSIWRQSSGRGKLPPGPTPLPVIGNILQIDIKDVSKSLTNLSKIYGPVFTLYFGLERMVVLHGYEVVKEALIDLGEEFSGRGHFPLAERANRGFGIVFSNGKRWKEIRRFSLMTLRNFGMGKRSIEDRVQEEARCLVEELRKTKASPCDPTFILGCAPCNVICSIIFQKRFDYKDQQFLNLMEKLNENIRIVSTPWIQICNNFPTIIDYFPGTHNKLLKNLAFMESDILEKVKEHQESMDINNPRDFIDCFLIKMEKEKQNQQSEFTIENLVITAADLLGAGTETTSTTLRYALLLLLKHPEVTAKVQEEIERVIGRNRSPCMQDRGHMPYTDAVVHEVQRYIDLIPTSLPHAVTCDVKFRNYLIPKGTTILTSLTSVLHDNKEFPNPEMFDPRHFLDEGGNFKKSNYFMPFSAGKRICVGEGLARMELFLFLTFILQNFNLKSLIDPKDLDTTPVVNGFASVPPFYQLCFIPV
hDAT+cocaine – changed human dopamine transporter uptake under cocaine IC80; Q01959; LLC-PK1 hDAT cells, [14C]-dopamine uptake with cocaine IC80; actives deviate in either direction; B-score at 10 µM; 1.3% of 110,000 active; AID 449768;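 active = Z score or B-score, a plate-position-corrected score, falls beyond the plate's 99.7% confidence bounds, in either direction; inactive = both scores lie inside the 99.7% bounds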;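 also: scored against the spread of the other compound wells on the same plate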
Target sequence (Q01959 whole entry, looked up): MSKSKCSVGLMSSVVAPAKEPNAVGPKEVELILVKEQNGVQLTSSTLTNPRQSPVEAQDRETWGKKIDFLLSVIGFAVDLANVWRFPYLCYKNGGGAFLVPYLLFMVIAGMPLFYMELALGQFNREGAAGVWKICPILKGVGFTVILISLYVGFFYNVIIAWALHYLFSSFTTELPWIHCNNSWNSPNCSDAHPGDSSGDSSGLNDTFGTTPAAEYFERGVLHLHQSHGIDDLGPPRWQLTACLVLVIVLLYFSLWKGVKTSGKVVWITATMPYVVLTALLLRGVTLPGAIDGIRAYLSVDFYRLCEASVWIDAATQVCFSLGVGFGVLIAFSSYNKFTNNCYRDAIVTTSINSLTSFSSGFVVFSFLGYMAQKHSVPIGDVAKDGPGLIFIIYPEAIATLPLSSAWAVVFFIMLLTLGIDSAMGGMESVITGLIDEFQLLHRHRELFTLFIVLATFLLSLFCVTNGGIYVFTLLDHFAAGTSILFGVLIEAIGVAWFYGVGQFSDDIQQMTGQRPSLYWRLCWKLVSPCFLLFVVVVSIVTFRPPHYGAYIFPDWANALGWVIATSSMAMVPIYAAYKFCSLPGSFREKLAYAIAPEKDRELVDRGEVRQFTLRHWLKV
VCAM1 TNFa inh – reduces TNF alpha induced VCAM1 expression in HUVEC; HUVEC TNFa-induced VCAM-1 immunofluorescence, high-content imaging; 0.48% of 95,000 active; AID 802; inhibition, % at 2 µM;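 active = inhibition above the batch mean plus 3 SD, with images confirmed as a hit by eye, cut at about 37% in these data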;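 also: 0% = TNF-stimulated DMSO wells and 100% = unstimulated control wells; not every result past the cut was called active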
CYP2C19 activ – activators of human cytochrome P450 2C19. AID 1025. activation factor at 5 µM. 96,000 tested, under 10 active. recombinant CYP2C19, luciferin-H EGE luminescence; hits give high values; 0 = fully inhibited enzyme, 1 = untreated enzyme;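 active = activation factor of at least 2 at 5 µM in the primary screen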;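 also: 0 = wells with 2.5 mM tranylcypromine and 1 = vehicle-only wells; values of inactives mirror those of a sister screen read the other way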
CYP2C9 inhib – inhibitors of human CYP2C9; CYP2C9 Supersomes, luciferin-H conversion, luminescence; inhibition, % at 5 µM; 20% of 96,000 active; AID 777;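 active = blocking of liver enzyme CYP2C9 beyond about 50% at 5 µM, limit read from the data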; also: values of inactives mirror those of a sister screen read the other way
Calb biofilm kill – kills Candida albicans biofilms; C. albicans biofilm + clotrimazole, Alamar Blue; inhibition, % at 6 µM; 0.14% of 85,000 active;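 active = inhibition above 20%; inactive = inhibition below 20%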;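 also: preformed 24 hr biofilms exposed to compound for 48 hr; 0% = biofilm without compound and 100% = blank killed by clotrimazole plus chlorhexidine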
CYP2C9 act – increases human cytochrome P450 2C9 activity. P11712. activation factor at 5 µM. 1.4% of 96,000 active. recombinant CYP2C9, luciferin-H conversion, luminescence; hits give high values; factor 1 = untreated enzyme, 0 = blocked;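 active = activation factor of 2 or more for CYP2C9 at a 5 µM dose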;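 also: 0 = sulfaphenazole-blocked wells and 1 = vehicle-only wells; values of inactives mirror those of a sister screen read the other way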
The depositor's hits bear a star; nt = no result given.

SMILES	HUVEC tox TNFa	IL1B cytotox	CYP2C19 inhib	hDAT+cocaine	VCAM1 TNFa inh	CYP2C19 activ	CYP2C9 inhib	Calb biofilm kill	CYP2C9 act
COc1cccc(-c2cc3nc(-c4ccccc4)cc(N4CCC5(CC4)OCCO5)n3n2)c1	19	-4	34	1.5	7	0.7	55*	7	0.4
Cc1ccc(-c2noc(CN(C(=O)Cc3ccccc3)C(C)C)n2)cc1	2	-4	74*	-0.01	-10	0.3	78*	-7	0.2
Cc1onc(-c2ccccc2)c1-c1n[nH]c(=S)n1-c1ccccc1	-10	nt	nt	-0.03	-8	nt	nt	-3	nt
CCC(=O)c1c[nH]c(C(=O)NCCc2ccccn2)c1	-14	30	-19	0.085	1	1.2	-29	nt	1.3
CCOc1ccc(-n2c(Cc3cc(=O)[nH]c(=O)[nH]3)nnc2SCC(=O)NC2CCCC2)cc1	-7	-1	-14	-0.36	0	1.1	-1	2	1
CCOC(=O)Nc1ccc(C(=O)NCC2CCCO2)cc1 (stereo unspecified)	-17	-8	-7	-0.89	4	1.1	-7	4	1.1
CC1CCN(C(=O)CCNS(=O)(=O)c2ccccc2)CC1	-7	-5	54*	0.87	-12	0.5	13	10	0.9
O=C(CSc1nc2cc(S(=O)(=O)N3CCOCC3)ccc2o1)NC1CCCc2ccccc21 (stereo unspecified)	-8	14	74*	1.1	5	0.3	60*	1	0.4
CC1CN=C(N(C(=O)Nc2ccccc2)C(C)C)S1 (stereo unspecified)	-29	-122	nt	0.87	5	nt	nt	9	nt
COc1ccc(C(=O)N/C(=C\c2ccccc2)C(=O)NC(CCSC)C(=O)O)cc1 (stereo unspecified)	-13	-48	2	-0.47	14	1	7	nt	0.9
COc1ccc(OCCCN2CCCC(C)C2)cc1 (stereo unspecified)	-21	6	-11	-0.68	-8	1.1	-14	-2	1.1
CC(C)(C)c1ccccc1NC(=O)c1ccco1	43	1	53*	0.27	8	0.5	32	6	0.7
O=C(CSc1nccn1-c1ccccc1)c1ccc(Br)cc1	9	7	61*	0.1	-3	0.4	17	nt	0.8
COc1ccc(NC(=O)c2cc3ccccn3n2)cc1	-39	2	38	1.7	15	0.6	18	8	0.8
OCc1nn2c(c1Br)NC(c1ccccc1)CC2C(F)(F)F (stereo unspecified)	-23	-13	71*	0.93	-8	0.3	74*	4	0.3
COc1ccc(Nc2nnc(SCc3cc(=O)n4ccsc4n3)s2)cc1	-25	0	49	-0.081	6	0.5	41	9	0.6
Cc1ccc(C2CC(c3ccccc3)=NN2C(=S)Nc2ccccc2)o1 (stereo unspecified)	-20	16	34	-0.94	5	0.7	56*	nt	0.4
O=C(NCc1ccco1)c1ccc(Br)s1	nt	nt	70*	-0.061	nt	0.3	37	nt	0.6
CCN(CC)CCCNC(=O)c1cc(-c2cccc(Cl)c2)on1	-25	10	-3	0.43	10	1	10	3	0.9
COc1ccc(-n2nc3c(c2NC(=O)c2ccc(Br)cc2)CS(=O)C3)cc1 (stereo unspecified)	13	-10	-7	-0.65	-3	1.1	25	14	0.7
CCSCCNC(=O)c1cncc(Br)c1	-22	-8	25	0.0096	-7	0.7	31	8	0.7
O=C(N/N=C/c1cccc([N+](=O)[O-])c1)c1cc2c(ccc3ccccc32)o1	-12	-32	35	nt	0	0.6	-11	nt	1.1
CCOC(=O)c1c(CN(CC)CC)oc2ccc(OC)cc12	nt	-35	nt	-0.86	5	nt	nt	4	nt
CC(C)(Oc1ccc(Cl)cc1)C(=O)NCc1ccncc1	7	-4	99*	0.3	-14	0	98*	-1	0
COc1cccc(NC(=O)CSc2nnc(-c3ccoc3C)n2-c2ccccc2)c1	-8	-5	33	-0.069	-6	0.7	59*	2	0.4

Continued:
SMILES	HUVEC tox TNFa	IL1B cytotox	CYP2C19 inhib	hDAT+cocaine	VCAM1 TNFa inh	CYP2C19 activ	CYP2C9 inhib	Calb biofilm kill	CYP2C9 act
CCOC(=O)CNc1c(N2CCN(c3ccccn3)CC2)c(=O)c1=O	0	-2	7	-1.4	3	0.9	5	-2	0.9
CCOC(=O)CSc1nc2cc3c(cc2cc1CC)OCCO3	-5	0	nt	-0.26	3	nt	nt	6	nt
Nc1cc(=O)nc(SCC(=O)NC2CCCCC2)n1-c1ccccc1	16	-34	-9	0.65	11	1.1	-12	5	1.1
CC12CCC(C(=O)Nc3ccccc3Br)(C/C1=N\O)C2(C)C (stereo unspecified)	-11	1	3	0.36	8	1	-18	4	1.2
CCn1cnc2sc(C(=O)N(Cc3ccc(N(C)C)cc3)Cc3ccco3)c(C)c2c1=O	nt	nt	88*	0.11	nt	0.1	98*	7	0
O=c1cc(CSc2ccccn2)nc(N2CCN(c3ccccc3)CC2)[nH]1	nt	nt	-1	1.2	nt	1	4	4	1
O=C(OCc1ccc(Cl)cc1Cl)c1cccnc1Cl	2	-10	74*	-8.6*	15	0.3	-1	9	1
COc1cc(OC)cc(C(=O)N(CN2CCCC2=O)c2ccccc2OC)c1	-20	-8	1	-0.26	-21	1	-4	6	1
N#Cc1c(C(F)(F)F)cc(-c2ccco2)nc1SCc1ccccn1	nt	-45	10	0.4	-1	0.9	22	2	0.8
CC(C)C12CN3CC(C(C)C)(CN(C1)C3c1ccccc1)C2O (stereo unspecified)	-13	-13	-11	-0.22	4	1.1	-4	4	1
CC1CCCCN1C(=O)c1ccc(S(=O)(=O)N2CCCCC2C)cc1 (stereo unspecified)	-22	18	2	0.97	3	1	9	1	0.9
Cc1ccc(N2CC(C(=O)OCc3ccccc3F)CC2=O)cc1 (stereo unspecified)	-9	13	27	0.99	19	0.7	18	5	0.8
O=C(NCc1ccccc1)C1CCN(S(=O)(=O)c2cccc3cccnc23)CC1	-2	1	-3	-0.58	6	1	-57	4	1.6
COC(=O)c1ccc(CSc2ncnc3sc(C)c(C)c23)o1	nt	nt	20	0.62	nt	0.8	6	4	0.9
COc1ccc(CC(=O)N2CCCC(C)C2)cc1 (stereo unspecified)	-13	-13	50	-0.29	-10	0.5	-10	-1	1.1
CCN1CCN(C(=O)c2oc(=O)c3ccccc3c2-c2ccc(C)cc2)CC1	nt	nt	14	-0.0092	nt	0.9	2	3	1
O=C(N/N=C/c1ccc(OCC(=O)N2CCCCC2)cc1)c1ccccc1	-1	8	10	1.3	12	0.9	6	nt	0.9
Cc1cc(N2CCC(C)CC2)n2ncc(-c3ccccc3)c2n1	-18	7	37	0.42	-11	0.6	70*	5	0.3
CN(C)/C=C(/C(=O)c1ccc(Cl)cc1Cl)S(=O)(=O)c1ccc(Cl)cc1	-11	0	80*	0.095	-5	0.2	95*	nt	0
Cc1nc(NC(=O)c2ccc(Br)s2)sc1C(=O)N(C)C	-24	-28	12	0.073	-8	0.9	1	5	1
CC(NC(=O)Nc1ccccc1)C(c1cccs1)N1CCOCC1 (stereo unspecified)	-10	-23	nt	-0.74	25	nt	nt	-5	nt
Cc1ccc(S(=O)(=O)/N=C2/NC(=O)/C(=C/c3cccnc3)S2)cc1	40	-3	68*	0.7	14	0.3	98*	nt	0
CC(OC(=O)c1cc2sccc2n1C)C(=O)NCc1ccc(F)cc1 (stereo unspecified)	4	-1	78*	-1.1	-3	0.2	74*	7	0.3
O=C(O)CCC(=O)N1CCN(c2ccc(C(=O)c3ccc(F)cc3)cc2)CC1	-2	3	3	0.0068	-13	1	-6	4	1.1
Cn1c(=O)cc(SCC(=O)N2CCCC2)c2ccccc21	nt	nt	-5	nt	nt	1.1	-22	6	1.2

(further entries)
SMILES	HUVEC tox TNFa	IL1B cytotox	CYP2C19 inhib	hDAT+cocaine	VCAM1 TNFa inh	CYP2C19 activ	CYP2C9 inhib	Calb biofilm kill	CYP2C9 act
CC(C)Oc1cccc(-c2nnc(SCC(=O)Nc3ccc4c(c3)OCCO4)n2N)c1	-21	-16	50*	0.0025	7	0.5	71*	4	0.3
Cc1ccc(O)c(-c2cc(C(=O)NCc3ccncc3)[nH]n2)c1	nt	-35	75*	2.4	nt	0.3	96*	8	0
COc1ccc2occ(C(=O)c3ccc(N=C(C)N(C)C)cc3)c2c1	-11	2	30	nt	22	0.7	-18	5	1.2
Cc1ccc(O)c(C2=Nc3ccccc3N=C(c3ccco3)C2)c1	11	-17	2	-0.4	20	1	14	8	0.9
CCCCC(NC(=O)c1ccccc1)C(=O)OCC(=O)N1c2ccccc2Sc2ccccc21 (stereo unspecified)	23	8	44	-0.47	10	0.6	94*	nt	0.1
NC(=O)c1cc2nc(-c3ccco3)cc(C(F)(F)F)n2n1	-5	-3	nt	-0.047	-16	nt	nt	7	nt
COC(=O)c1ccc(Oc2nc3c(c(=O)n(C)c(=O)n3C)n2CCC(C)C)cc1	-17	-18	15	-0.15	14	0.9	20	7	0.8
Cc1ccc2c(c1)CC1(CN2C)C(=O)OC2(CCCCC2)OC1=O	-29	26	22	-1.9	10	0.8	16	1	0.8
Cc1nc2ncnn2c(C)c1CCC(=O)NCc1ccc2c(c1)OCO2	10	-7	-4	-0.098	0	1	2	2	1
COc1cnc(SCc2c(Cl)cccc2Cl)nc1Cl	16	8	45	-0.99	0	0.5	2	nt	1
Cn1c(=O)c2c(-c3ccc(C(C)(C)C)cc3)n(N3CCOCC3)cc2n(C)c1=O	-11	32	9	-0.36	6	0.9	-8	5	1.1
O=C(c1ccc(Cl)cc1)C1CCN(C(=O)NC2CCCCC2)CC1	-22	13	93*	0.84	20	0.1	85*	-3	0.2
C=CCNS(=O)(=O)c1ccc(OCC(=O)OCC)cc1	-6	-16	2	-0.65	13	1	27	5	0.7
O=C(CSCC(=O)NC1CC1)Nc1ccccc1	17	nt	28	-0.16	0	0.7	2	4	1
CCOC(=O)c1cc(-c2ccccc2)nc2c1c(C)nn2-c1ccccn1	-14	-5	-7	1	-2	1.1	-22	4	1.2

Arranged by SMILES length (lowest first): 12 of the compounds above
SMILES	HUVEC tox TNFa	IL1B cytotox	CYP2C19 inhib	hDAT+cocaine	VCAM1 TNFa inh	CYP2C19 activ	CYP2C9 inhib	Calb biofilm kill	CYP2C9 act
COc1cnc(SCc2c(Cl)cccc2Cl)nc1Cl	16	8	45	-0.99	0	0.5	2	nt	1
CCOC(=O)Nc1ccc(C(=O)NCC2CCCO2)cc1 (stereo unspecified)	-17	-8	-7	-0.89	4	1.1	-7	4	1.1
C=CCNS(=O)(=O)c1ccc(OCC(=O)OCC)cc1	-6	-16	2	-0.65	13	1	27	5	0.7
Cn1c(=O)cc(SCC(=O)N2CCCC2)c2ccccc21	nt	nt	-5	nt	nt	1.1	-22	6	1.2
Cc1ccc(N2CC(C(=O)OCc3ccccc3F)CC2=O)cc1 (stereo unspecified)	-9	13	27	0.99	19	0.7	18	5	0.8
CC12CCC(C(=O)Nc3ccccc3Br)(C/C1=N\O)C2(C)C (stereo unspecified)	-11	1	3	0.36	8	1	-18	4	1.2
CCOC(=O)CNc1c(N2CCN(c3ccccn3)CC2)c(=O)c1=O	0	-2	7	-1.4	3	0.9	5	-2	0.9
Cc1onc(-c2ccccc2)c1-c1n[nH]c(=S)n1-c1ccccc1	-10	nt	nt	-0.03	-8	nt	nt	-3	nt
COc1cc(OC)cc(C(=O)N(CN2CCCC2=O)c2ccccc2OC)c1	-20	-8	1	-0.26	-21	1	-4	6	1
COc1ccc(C(=O)N/C(=C\c2ccccc2)C(=O)NC(CCSC)C(=O)O)cc1 (stereo unspecified)	-13	-48	2	-0.47	14	1	7	nt	0.9
CCCCC(NC(=O)c1ccccc1)C(=O)OCC(=O)N1c2ccccc2Sc2ccccc21 (stereo unspecified)	23	8	44	-0.47	10	0.6	94*	nt	0.1
CCOc1ccc(-n2c(Cc3cc(=O)[nH]c(=O)[nH]3)nnc2SCC(=O)NC2CCCC2)cc1	-7	-1	-14	-0.36	0	1.1	-1	2	1
